ERG-DNA inh: ERG Ets/DNA interaction inhibition. 370,000 compounds, 0.028% hits. fluorescence polarization, His-ERG Ets domain / labelled DNA. Potency, µM (highest dose often 76.9 µM), inactives show top-dose FP activity, negative = inhibition, usual class: inhibitors. P11308; active = well fitted inhibition curve with a large enough effect in the polarisation, with a control signal flat; inconclusive = small, poorly fitted or top-dose-only effect, or effect the other way, or a change in a side signal; inactive = no such curve, though single readings can be large or run the other way; the % refers to the polarisation;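 also: polarization taken with two DNA probes labelled with fluorescein and Texas red; potency is read from the fitted curve at half-maximal effect; % of control where 0% means no effect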
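His-tagged ERG Ets domain (1 uM in the protein solution; 300mM KCl, 50mM Tris-HCl, 1mM EDTA, 1mM DTT, pH 7.5) received compound, then a probe mix of 5 nM fluorescein-DNA and 100nM Texas-615-DNA. Fluorescence polarization was read for both dyes.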
POLB inh: DNA polymerase beta (human) inhibition; Pol beta primer extension/strand displacement, fluorescence kinetic; Potency, µM (series often up to 114 µM), without a hit: at the top dose activity change, negative = inhibition, most hits filed as inhibitors; 340,000 compounds, 1.3% hits; P06746; AID 485314; also: potency is read from the fitted curve at half-maximal effect; % is scaled to controls: 0 for no effect and ±100 for the full control effect
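Homogeneous kinetic assay of primer extension and strand displacement by 10 nM Pol beta, preincubated 15 min at room temperature with compound before 50 nM substrate (final) was added. Read at 0 and 10 min; four-parameter Hill fit.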
BLM helicase inh: inhibitors of human Bloom syndrome helicase BLM; P54132; recombinant BLM DNA unwinding, fluorescence dequenching; Potency, µM (top dose mostly 56.1 µM), for the others: at the highest dose activity change, negative = inhibition, actives largely listed as inhibitors; 350,000 compounds, 0.2% hits;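 also: potency is read from the fitted curve at half-maximal effect; plate controls were vehicle for no effect and no enzyme for full effect; nearly all actives have a fitted effect of over 35% in size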
TRHR agonist: activates the human TRH receptor. TRHR cells, calcium flux fluo-8, FDSS agonist mode. activation, % at 2 µM. 360,000 compounds, 0.18% hits. P34981; in the data active = activation above about 30%; also: 0% is about no effect
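In this calcium-flux screen, cells bearing human TRHR are dye-loaded with fluo-8, baselined for 10 cycles, then exposed to library compounds; positive kinetic calcium responses during the agonist phase mark hits, with TRH as control.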
Apoferritin bind: candidate novel general anesthetic via apoferritin binding; Potency, µM (titrated, usually from 77.5 µM), for inactives: top-dose activity change, negative = displacement, hits mostly inhibitors; 350,000 compounds, 0.074% hits; apoferritin/1-aminoanthracene competitive binding, fluorescence; also: potency is read from the fitted curve at half-maximal effect; % is scaled to controls: 0 for no effect and ±100 for the full control effect; nearly all actives have a fitted effect of over 20% in size
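Concentration-response curves derived by four-parameter Hill fitting of normalized fluorescence, where compounds displaced 1-AMA from 10 uM horse apoferritin following a brief 10 min room-temperature incubation; propofol titration acted as positive control.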
POLI inh: blocks human DNA polymerase iota activity | Q9UNA4 | Pol iota fluorescent replication assay, 10 min | Potency, µM (doses to about 115 µM), without a hit: top-dose activity, negative = inhibition, most hits filed as inhibitors | 390,000 compounds, 1% hits; also: potency is read from the fitted curve at half-maximal effect
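Pol iota at 10 nM preincubated 15 min with compounds at room temperature; reaction started with fluorescent substrate, 50 nM final. Fluorescence read kinetically at 0 and 10 min; buffer-only wells as negative control.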
APE1 inh: inhibitors of human APE1 endonuclease; P27695; recombinant APE1, TAMRA/BHQ-2 abasic DNA cleavage fluorescence; Potency, µM (series often up to 65.8 µM), for inactives: top-dose activity change, negative = inhibition, usual class: inhibitors; 350,000 compounds, 0.35% hits;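 also: potency is read from the fitted curve at half-maximal effect; plate controls were vehicle for no effect and reference inhibitor for full effect; nearly all actives have a fitted effect of over 55% in size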
Target sequence (P27695 whole entry, looked up): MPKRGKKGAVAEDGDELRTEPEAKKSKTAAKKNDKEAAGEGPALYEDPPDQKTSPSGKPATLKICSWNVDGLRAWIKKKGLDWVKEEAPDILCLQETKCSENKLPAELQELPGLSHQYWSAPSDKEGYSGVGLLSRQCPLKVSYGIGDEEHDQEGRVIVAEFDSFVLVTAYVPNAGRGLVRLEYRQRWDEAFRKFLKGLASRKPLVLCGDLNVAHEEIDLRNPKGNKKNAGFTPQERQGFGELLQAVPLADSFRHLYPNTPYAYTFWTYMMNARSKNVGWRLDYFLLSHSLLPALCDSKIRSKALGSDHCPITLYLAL
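Readout is kinetic fluorescence (ex 525, em 598 nm) from cleavage of 50 nM TAMRA/BHQ-2 THF abasic duplex by 0.75 nM APE1, compound added 15 min beforehand at RT.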
POLK inh: inhibitors of human DNA polymerase kappa; 400,000 compounds, 0.53% hits; Potency, µM (series often up to 107 µM), for the others: top-dose activity, negative = inhibition, actives largely listed as inhibitors; AID 588579; purified Pol kappa, fluorescent DNA synthesis assay, 10 min; also: potency is read from the fitted curve at half-maximal effect; % is scaled to controls: 0 for no effect and ±100 for the full control effect
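Enzyme at 10 nM met test compounds for 15 min at room temperature. Substrate addition (50 nM final) began the reaction, which was monitored by fluorescence at 0 and 10 min.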
ALOX12 inh: inhibitors of human 12S-lipoxygenase ALOX12. 580,000 compounds, 1.1% hits. P18054. Potency, µM (top dose mostly 108 µM), for inactives: at the top dose activity change, negative = inhibition, actives largely listed as inhibitors. purified 12hLO, xylenol orange hydroperoxide absorbance; also: potency is read from the fitted curve at half-maximal effect; % is scaled to controls: 0 for no effect and ±100 for the full control effect
Target sequence (P18054 whole entry, looked up): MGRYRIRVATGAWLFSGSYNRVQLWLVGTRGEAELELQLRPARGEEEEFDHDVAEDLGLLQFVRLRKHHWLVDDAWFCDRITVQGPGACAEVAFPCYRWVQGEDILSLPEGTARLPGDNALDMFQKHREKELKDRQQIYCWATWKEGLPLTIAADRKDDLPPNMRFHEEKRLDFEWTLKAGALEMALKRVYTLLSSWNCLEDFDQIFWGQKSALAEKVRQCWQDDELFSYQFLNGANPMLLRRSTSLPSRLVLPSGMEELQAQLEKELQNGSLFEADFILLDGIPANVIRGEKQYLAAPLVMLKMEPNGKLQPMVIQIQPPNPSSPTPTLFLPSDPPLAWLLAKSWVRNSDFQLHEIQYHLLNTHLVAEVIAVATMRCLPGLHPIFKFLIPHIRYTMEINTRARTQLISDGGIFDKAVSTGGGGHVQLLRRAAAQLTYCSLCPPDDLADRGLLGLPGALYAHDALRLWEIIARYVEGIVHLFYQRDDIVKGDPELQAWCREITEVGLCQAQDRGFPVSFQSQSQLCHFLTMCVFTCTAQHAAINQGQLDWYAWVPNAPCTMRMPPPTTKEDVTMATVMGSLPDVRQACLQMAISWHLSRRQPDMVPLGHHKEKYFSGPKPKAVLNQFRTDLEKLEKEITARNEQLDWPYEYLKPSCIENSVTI
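Purified human 12hLO (150 nM final) in 25 mM Hepes, 0.01% Triton X-100, pH 7.0 was preincubated 15 min at room temperature with compound. Then 40 uM arachidonic acid was added, 30 min. Hydroperoxide was read by Fe-XO absorbance ratio 573/405 nm.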
Numbers without * were called inactive; ? = inconclusive; / = not tested or not shown; & = joins results of further samples; [ ] = remark or other dose. Unless noted, calls follow the shape of the dose curve; as a rule, active = well fitted curve in the direction sought with a large enough effect; inconclusive = small, poorly fitted or top-dose-only effect, or another doubt; inactive = no such curve, though single readings can be large; an effect the other way counts as inactive or inconclusive. This is a subset. The share of hits here may be higher or lower than overall.

Molecule,ERG-DNA inh,POLB inh,BLM helicase inh,TRHR agonist,Apoferritin bind,POLI inh,APE1 inh,POLK inh,ALOX12 inh
O=C(Nc1cccnc1)OCc1ccccc1,9%,13%,-2%,0.0,-17%,53%[activator],-5%,-14%,?
COc1cc(/C=C/C(=O)N(C)CC(=O)Nc2ccccc2Br)cc2c1OCCO2,12%,/,/,0.0,/,-2%,3%,-5%,340%[activator]
O=C(COc1ccccc1N1C(=O)C2C3C=CC(C3)C2C1=O)c1ccccc1 (stereo not given),7%,11%,-2%,0.6,-8%,-5%[58.9 µM],-5%,-8%,?
CCNc1cc2oc(=O)c(CN3CCOCC3)c(C)c2cc1C,-8%,21%,0%,-0.3,/,3%,-2%,2%,0%
CCOc1cc(C2C(C#N)=C(N)OC(C)=C2C(C)=O)cc(Br)c1O (stereo not given),/,?,-5%,3.8,-10%,-5%,?,0%,?
COc1cccc(/C=N/NC(=O)CCn2cnc3ccccc32)c1,0%,2%,0%,-0.7,-5%,36%[activator],-1%,-1%,3%
CCCCN(C(=O)C1CC(=O)N(c2ccc3c(c2)OCCO3)C1)c1c(N)n(CC(C)C)c(=O)[nH]c1=O (stereo not given),-2%,/,/,-0.2,/,-9%,5%,3%,-32%
CCC(=O)N(CCC(Cc1ccccc1)c1ccc2c(c1)OCO2)Cc1ccccc1F (stereo not given),9%,1%,-10%,2.5,65%[activator],?,-6%,-8%,-2%
CCOc1ccc(S(=O)(=O)N/N=C(\C)C2CCCCC2)cc1,-12%,25%,-8%,0.1,3%,-5%,1%,-11%,-1%
O=C(Oc1cc(-c2ccccc2)no1)c1cccc(C(F)(F)F)c1,-21%,4%,-1%,0.5,-6%,3%,0%,-11%,?
COc1ccc(NS(=O)(=O)c2cccc(C(=O)NNC(=O)CNC(=O)c3ccccc3)c2)cc1,0%,-17%,-2%,0.7,-17%,6%,3%,-1%,-9%
Cc1ccc(SCC(=O)Nc2nccs2)cc1,4%,11%,-11%,-0.8,-11%,149%[activator],-11%,-9%,-14%
O=C(O)C1CC(CCCP(=O)(O)O)CCN1 (stereo not given),/,/,-2%,/,-4%,/,0%,13%[60.1 µM],?
COc1ccc(NC(=O)N2CC3(CCN(C(=O)c4ccncc4)CC3)C2)cc1,/,/,1%,/,/,/,16%,4%[60.1 µM],-4%[57.4 µM]
COc1ccc(S(=O)(=O)Nc2c(C)c(C)cc3c2ncn3C)cc1,14%,-1%,0%,0.4,-3%,41%[activator],-2%,-8%,-13%
Cc1occc1C(=O)NCc1nc(-c2ccccc2)no1,-6%,15%,-7%,0.3,-8%,130%[activator],16%,-1%,5%
CC(C)(C)c1ccc(C(=O)NCC(c2cccs2)S(=O)(=O)c2ccc(F)cc2)cc1 (stereo not given),6%,8%,-8%,-0.8,65%[activator],-18%,/,-16%[60.1 µM],-28%
CCC(C)NC(=O)CCc1c(C)nc2c(c(C)nn2-c2ccccc2)c1C (stereo not given),3%,16%,-4%,-0.4,-1%,-9%,6%,-4%,0%
COc1ccc(OC)c(N(CC(=O)NCc2ccccc2)S(=O)(=O)c2ccc(OC)c(OC)c2)c1,6%,-3%,-19%,2.5,-12%,14%,7%,7%,0%
COc1ccc(C(=O)N2CCN(c3ncnc4c(-c5ccccc5)nsc34)CC2)cc1,11%,13%,-2%,0.0,-2%,-3%,-1%,1%,0%
Nc1[nH]n(-c2ccccc2)c(=O)c1N=Nc1ccccc1[N+](=O)[O-],2%,17%,-3%,-0.2,-20%,?,6%,-5%,-2%
Brc1cc(Br)c(Oc2cc(Br)c(Br)cc2Br)cc1Br,-11%,/,/,0.1,/,13%,-4%&-1%,13%,7%
O=C(Nc1ccc(F)cc1)c1ccccc1Oc1ccc(C(F)(F)F)cc1[N+](=O)[O-],-19%,1%,-8%,0.7,?,13%,-2%,-19%,?
COCCn1c(-c2ccc(OC)cc2)nc2ccccc21,0%,-13%,-1%,-0.4,-21%,15%,-2%,-3%,-9%
CNC(=O)CSCc1c(Cl)cccc1Cl,/,-1%,1%,0.0,-15%,10%,3%,-8%[60.1 µM],-12%
CCOc1c2ccoc2nc2c(OC)c(OC)ccc12,8%,38%,3%,-0.7,-6%,-24%,?,0%,28%
COc1cc(OC)cc(N2CCN(S(=O)(=O)c3ccc(-n4cnnn4)cc3)CC2)c1,-14%&4%,18%&0%,-3%&-1%,0.0&1.1,-3%&-4%,31%&6%[activator],-2%,-2%&-19%,1%&-21%
CC(OC(=O)c1ccncc1)C(=O)Nc1cccc(Cl)c1 (stereo not given),8%,19%,3%,-0.1,-12%,4%,-4%,-3%,?
CCC(=O)c1ccc(OCC(O)CN2CCN(c3ccc(F)cc3)CC2)cc1 (stereo not given),2%,14%,2%,0.2,-8%,23%,-3%,-8%,-15%
CC(=O)c1c(C)nc(-c2ccccc2)nc1N,5%,3%,-1%,0.5,-4%,-4%,2%,-2%,1%
CNc1oc(Cc2ccccc2)nc1S(=O)(=O)c1ccc(Cl)cc1,/,23%,-1%,0.0,4%,6%,1%,2%,?
Cc1ccc2c(c1)c(-c1csc(N)n1)c(C)n2C,9%,-24%,-6%,0.3,-2%,176%[activator],29%,-1%,-11%

Quoted at random: two entries already listed.
Molecule,ERG-DNA inh,POLB inh,BLM helicase inh,TRHR agonist,Apoferritin bind,POLI inh,APE1 inh,POLK inh,ALOX12 inh
CC(OC(=O)c1ccncc1)C(=O)Nc1cccc(Cl)c1 (stereo not given),8%,19%,3%,-0.1,-12%,4%,-4%,-3%,?
CCC(=O)c1ccc(OCC(O)CN2CCN(c3ccc(F)cc3)CC2)cc1 (stereo not given),2%,14%,2%,0.2,-8%,23%,-3%,-8%,-15%

Other records follow.
Molecule,ERG-DNA inh,POLB inh,BLM helicase inh,TRHR agonist,Apoferritin bind,POLI inh,APE1 inh,POLK inh,ALOX12 inh
CCN1C(=O)N(CC)C(O)(c2ccccc2)C1(O)c1ccccc1 (stereo not given),-2%,11%,-4%,0.7,-11%,3%,14%,-9%,-6%
Cc1c(C(=O)N2CCCCCC2)nnn1-c1nonc1N,-9%,13%,-5%,-1.1,-17%,13%,3%,-4%,3%
CS(=O)(=O)N(CC(=O)N1CCc2ccccc2C1)c1ccccc1Br,11%,-1%,-3%,-0.2,-4%,22%,21%,7%,0%
O=C(OCc1ccccc1)N1CCC2CC1c1cc(N3CCCCC3)ccc12 (stereo not given),-5%,/,/,/,/,5%,/,-21%,-29%
COCCNC(=O)c1ccc2c(c1)NC(=O)C(CS(=O)(=O)Cc1ccc(F)cc1Cl)N2 (stereo not given),5%,-15%,-1%,-0.4,3%,30%[activator],/,5%[60.1 µM],54%[activator]
Nc1nonc1C(=O)N/N=C/c1ccc(Br)o1,-10%[15.4 µM],2%,-1%,-0.3,1%,67%[activator],3%,1%,0%
O=C(Cn1cncn1)NCCC(c1ccccc1)c1ccccc1,-2%,37%,-2%,-0.2,-3%,10%,1%,-16%,-9%
O=C(CN(C(=O)c1csnn1)c1ccc(F)c(Cl)c1)NCc1ccccc1,4%,18%,-3%,-0.3,-1%,122%[activator],8%,-2%,-53%
Cc1cc(Nc2nn(C)c(N)c2C#N)ccc1F,4%,2%,-6%,-0.5,-18%,6%,-2%,-8%,2%
Cc1ccc(CC(=O)NC2CCN(Cc3ccccc3)CC2)cc1,15%,35%,-7%,-0.8,-8%,43%[activator],23%,-8%,34%[activator]
O=C(O)CCCC(=O)Nc1nncs1,1%,1%,0%,0.1,0%,1%,0%,-6%,-14%
COc1cccc(/C=C/C(=O)c2ccc[nH]2)c1,3%,4%,-4%,4.1,-21%,15%,-6%,-12%,0%
CCOc1ccc(NC(=O)CN(C)C(=O)CCC2CCCCC2)cc1OCC,-8%,/,/,0.7,/,25%,1%,-8%,307%[activator]
C/C(CC(=O)Nc1cccc2c1CCCC2)=N\NC(=O)COc1ccccc1,10%,0%,4%,0.0,?,-10%,-1%,-12%,-11%
O=C(c1ccc2c(c1)OCO2)N1CCC2(CC1)Oc1ccc(F)cc1C(=O)C21CC(c2ccccc2)=NO1 (stereo not given),-3%,39%,-8%,0.5,-12%,?,-1%,-10%,-22%
Cc1c(Cl)cccc1NC(=O)CSc1nnnn1C,/,/,/,/,/,24%,-7%,-5%,176%[activator]
COc1ccc(CCNC(=O)C2CC(c3ccccc3C(F)(F)F)=NO2)cc1 (stereo not given),-2%,3%,-3%,-0.3,-13%,19%,-1%,0%,0%
CCOc1ccccc1OCCn1nnc2ccccc21,-15%,-7%,-2%,-2.2,0%,33%[activator],0%,-2%,0%
CCOC(=O)C(/C(N)=N/C(=O)Nc1ccccc1)=C(\C)O,7%,31%,0%,-0.2,-7%,34%[activator],-1%,-30%,6%
CCCOc1ccc(CSCCNC(=S)Nc2ccccc2)cc1,-8%,13%,-8%,-0.5,2%,23%,-5%,-2%,?
CCC(/C=N/NC(=O)CCCCC(=O)N/N=C/C(CC)CC)CC,5%,26%,0%,-0.1,-4%,-5%,5%,-4%,7%
